Screening results (PubChem BioAssay)
Ins promoter up = MIN6 insulin promoter up-regulation; actives 0.3% (n = 190,000); AID 1625; z-score at 5 µM; MIN6 insulin promoter-GFP reporter, high-content imaging; active compounds read high;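 active = z-score above 3 at 5 µM with at least 500 cells counted in the well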
WT yeast gro inh = growth inhibition of WT yeast, mitochondrial fusion screen. mitochondrial fusion phenotypic screen, WT strain. inhibition, % at 10 µM. actives 2.1% (n = 190,000). AID 1362; in the data active = inhibition above about 58%; tested in S. cerevisiae
MT stabilizer = microtubule stabilizers in HeLa cells. HeLa tubulin immunostaining HCS, 24 h; share of cells brighter than vehicle mean+2SD. % tubulin-high responders, % at 10 µM. AID 2205. actives 0.83% (n = 200,000);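 active = plate Z-score above 3 for both tubulin-high and condensed-nucleus cell shares, with cell loss under 80%, at 10 µM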;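 note: anti alpha tubulin signal scored within the nucleus-defined area of each cell; some results filed as inactive read as strong as hits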
Autophagy HCS = autophagy modulation, high-content screen; MEF GFP-LC3 puncta imaging; test concentration mostly 10 µM; calls only at 10 µM (by protocol); actives 0.98% (n = 190,000); AID 463193;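 active = percentage of spot-positive cells more than 3 SD above its plate mean, without a fluorescence outlier flag or 80% toxicity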;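 note: spot-positive cell cutoff set from DMSO-treated cells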
HIV peptide binding = inhibitors of HIV fusion peptide binding, primary screen, biochemical, uHTS, fluorescence dequenching (AID 1986) | cell-free peptide binding, fluorescence dequenching, 30 min; higher % means a stronger effect | inhibition, % at 20 µM; hits with a dose series show IC50 in µM | actives 0.3% (n = 290,000); in the data active = inhibition mostly above about 52%, no sharp cut-off; inactive = mostly below about 76%; note: some results filed as inactive read as strong as hits
Yfh1-off respiration = mitochondrial function rescue without frataxin homolog – Friedreich's ataxia, plus single-dose screen, dose response (AID 1465); fold induction at 50 µM; hits with a dose series show EC50 in µM; S. cerevisiae Yfh1-off respiration, WST-1 reduction, 72 h; higher fold induction means a stronger effect; actives 0.074% (n = 220,000);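 active = fold induction of absorbance versus untreated yeast above a set limit, then at least 30% activation at any dose in follow-up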;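 note: activators that raise dye reduction in frataxin-depleted yeast; strong numbers were not always called active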
Dynein cargo inh = dynein cargo transport inhibition. 3617.4 mouse cells, GR-EGFP nuclear translocation imaging; test concentration mostly 20 µM; stimulated with dexamethasone, 1 µM; active compounds read low. z-score, hits read low. actives 0.47% (n = 220,000). AID 1381;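 active = plate z-score of nuclear minus cytoplasmic receptor signal below a set negative limit, without overly bright fluorescence or cell loss, cut at about -3.5 in these data, passing the limit was not always enough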;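 note: z-score of nuclear minus cytoplasmic ring GR-EGFP intensity difference per well; some compounds called inactive have numbers as strong as hits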
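Buffer or medium: tet-free, stripped-serum medium; Also added: dexamethasone, 1.0 µM final; Technique: high-content fluorescence imaging after fixation; Times: 48 h induction, 1 h compound, 30 min dex at 37 °C; Read-out: per-cell GR-EGFP intensity, nucleus versus surrounding cytoplasmic ring, well-averaged.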
AID2073 = disruptors of CaV2.2 binding to Mint1 – biochemical, HTRF (AID 2073); HTRF protein-protein interaction, Mint1-CaV2.2; higher % means a stronger effect; inhibition, % at 20 µM; hits with a dose series show IC50 in µM; actives 0.19% (n = 290,000); in the data active = inhibition mostly above about 51%, no sharp cut-off; note: some results filed as inactive read as strong as hits
b-catenin transl = modulators of beta-catenin nuclear translocation; nuclear translocation activity, % at 5 µM; HeLa beta-catenin nuclear translocation, immunofluorescence imaging; actives 0.3% (n = 190,000);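 active = nuclear translocation activity above 50% at 5 µM, with a well cell count of 50 or more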;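 note: per-cell ratio of nuclear to cytoplasmic median beta-catenin stain intensity; plate controls were DMSO negative control for no effect and GSK-3 inhibitor IX positive control for full effect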
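Test system: HeLa cells, endogenous beta-catenin; Compound: single 5 µM dose plus 0.02–20 µM confirmation series; Times: compound exposure 24 h at 37°C; Signal: fluorescence imaging of beta-catenin antibody stain plus DAPI; Read-out: % activation, nuclear-to-cytoplasmic median beta-catenin signal ratio per cell.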
WT yeast gro inh mutant strain = recorded beside WT yeast gro inh, whose call it bears; inhibition, %; mitochondrial fusion phenotypic screen, mutant strain inhibition
Dynein cargo inh cytoplasmic EGFP = second read-out of Dynein cargo inh, no call of its own (marks repeat the call); z-score; measured here: cytoplasmic GR-EGFP intensity; active compounds read high
Dynein cargo inh nuclear GR-EGFP = also measured in Dynein cargo inh; calls as there; z-score; measured here: nuclear GR-EGFP intensity;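 lower value marks the stronger effect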
Dynein cargo inh cell count = also measured in Dynein cargo inh; calls as there; z-score; measured here: cell count per field
Ins promoter up cell count = second read-out of Ins promoter up, no call of its own (marks repeat the call); cell count; measured here: cytotoxicity, nuclei count;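 total cells summed across four imaged fields per well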
b-catenin transl cell count 5 µM = further read-out of b-catenin transl, marked with its call; cell count; measured here: cell count, cytotoxicity flag
MT stabilizer Hoechst-high % = recorded beside MT stabilizer, whose call it bears; % Hoechst-high responders; measured here: nuclear condensation Hoechst responders;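 share of cells brighter than vehicle mean plus two SD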
MT stabilizer cytotoxicity % = also measured in MT stabilizer; calls as there; toxicity, %; measured here: cytotoxicity by cell density;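 0% = mean cell density of plate MIN control wells and 100% = no cells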
Autophagy HCS cell loss 18 h = second read-out of Autophagy HCS, no call of its own (marks repeat the call); toxicity, %; measured here: cell loss, nuclei count;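 cell loss after 18 h compound exposure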
* hit, by the source's call.

`Cc1ccc(-c2csc3nc4c5ccccc5c(NCCCN5CCOCC5)nn4c(=O)c23)cc1` gave Ins promoter up -0.91, WT yeast gro inh 75*, MT stabilizer 4.0, Autophagy HCS inactive, HIV peptide binding 2.3%, Yfh1-off respiration inactive, Dynein cargo inh -0.18, AID2073 27%, b-catenin transl 8.1, WT yeast gro inh mutant strain 27*, Dynein cargo inh cytoplasmic EGFP -0.28, Dynein cargo inh nuclear GR-EGFP 0.16, Dynein cargo inh cell count 0.87, Ins promoter up cell count 1449, b-catenin transl cell count 5 µM 1165, MT stabilizer Hoechst-high % 4.1, MT stabilizer cytotoxicity % 5.8 and Autophagy HCS cell loss 18 h 4.
Cc1nn(-c2ccccc2)c2sc(C(=O)n3cccn3)cc12 was read as Ins promoter up 1.9, WT yeast gro inh 9, HIV peptide binding -2.5%, Yfh1-off respiration inactive, AID2073 25%, b-catenin transl -7.1, WT yeast gro inh mutant strain -5, Ins promoter up cell count 1263 and b-catenin transl cell count 5 µM 969.
`Cc1c(NC(=S)NC(=O)c2ccco2)c(=O)n(-c2ccccc2)n1C` gave Ins promoter up -0.39, WT yeast gro inh 1, MT stabilizer 1.5, Autophagy HCS inactive, HIV peptide binding 2.4%, Yfh1-off respiration inactive, Dynein cargo inh 0.24, AID2073 -4%, b-catenin transl -2.6, WT yeast gro inh mutant strain 5, Dynein cargo inh cytoplasmic EGFP -0.24, Dynein cargo inh nuclear GR-EGFP 0.24, Dynein cargo inh cell count -0.028, Ins promoter up cell count 1289, b-catenin transl cell count 5 µM 520, MT stabilizer Hoechst-high % 2.4, MT stabilizer cytotoxicity % 0.3 and Autophagy HCS cell loss 18 h -7.
For O=C1CN=C(Nc2ccccc2Cl)N1Cc1ccc2c(c1)OCO2 the results were WT yeast gro inh -10, MT stabilizer 3.3, Autophagy HCS inactive, HIV peptide binding 2.9%, Yfh1-off respiration inactive, Dynein cargo inh 0.14, AID2073 -1%, b-catenin transl 7.2, WT yeast gro inh mutant strain 1, Dynein cargo inh cytoplasmic EGFP -0.28, Dynein cargo inh nuclear GR-EGFP 0.14, Dynein cargo inh cell count -0.013, b-catenin transl cell count 5 µM 732, MT stabilizer Hoechst-high % 2.4, MT stabilizer cytotoxicity % 8.2 and Autophagy HCS cell loss 18 h 6.
Screening S=c1[nH]nc(-c2cccnc2)n1/N=C/c1cccs1 returned Ins promoter up 0.77, WT yeast gro inh -8, MT stabilizer 1.7, Autophagy HCS inactive, HIV peptide binding -0.6%, Yfh1-off respiration inactive, Dynein cargo inh -0.48, AID2073 -48%, b-catenin transl -0.1, WT yeast gro inh mutant strain 11, Dynein cargo inh cytoplasmic EGFP -0.19, Dynein cargo inh nuclear GR-EGFP -0.33, Dynein cargo inh cell count 0.45, Ins promoter up cell count 1524, b-catenin transl cell count 5 µM 1409, MT stabilizer Hoechst-high % 1.3, MT stabilizer cytotoxicity % 1.3 and Autophagy HCS cell loss 18 h 5.
`N=C1C(c2nc3ccccc3[nH]2)=C(O)CN1c1ccc(CC(=O)O)cc1` gave WT yeast gro inh -24, MT stabilizer 2.1, Autophagy HCS inactive, HIV peptide binding -0.6%, Yfh1-off respiration inactive, Dynein cargo inh 0.43, AID2073 4%, WT yeast gro inh mutant strain -20, Dynein cargo inh cytoplasmic EGFP 0.0092, Dynein cargo inh nuclear GR-EGFP 0.43, Dynein cargo inh cell count -0.14, MT stabilizer Hoechst-high % 1.4, MT stabilizer cytotoxicity % 11 and Autophagy HCS cell loss 18 h -7.
COc1cccc(-n2nc(C(C)=O)c(C#N)c2-c2ccco2)c1 was read as Ins promoter up -0.74, WT yeast gro inh 5, MT stabilizer 1.8, Autophagy HCS inactive, HIV peptide binding -0.4%, Yfh1-off respiration inactive, Dynein cargo inh 0.49, AID2073 7%, b-catenin transl 0.8, WT yeast gro inh mutant strain 7, Dynein cargo inh cytoplasmic EGFP -0.28, Dynein cargo inh nuclear GR-EGFP -0.2, Dynein cargo inh cell count 0.31, Ins promoter up cell count 1229, b-catenin transl cell count 5 µM 496, MT stabilizer Hoechst-high % 1.0, MT stabilizer cytotoxicity % 0.3 and Autophagy HCS cell loss 18 h 9.
`CCCCN(C)C(=O)Cc1c(OC)ccc2cc(Br)ccc12` gave Ins promoter up -0.13, WT yeast gro inh 12, MT stabilizer 2.5, Autophagy HCS inactive, HIV peptide binding 1.2%, Yfh1-off respiration inactive, Dynein cargo inh -0.76, AID2073 16%, b-catenin transl -2.4, WT yeast gro inh mutant strain 5, Dynein cargo inh cytoplasmic EGFP -0.3, Dynein cargo inh nuclear GR-EGFP -0.34, Dynein cargo inh cell count 0.46, Ins promoter up cell count 1288, b-catenin transl cell count 5 µM 573, MT stabilizer Hoechst-high % 2.5, MT stabilizer cytotoxicity % 1.3 and Autophagy HCS cell loss 18 h 6.
For CN(c1cccc(NC(=O)CN(c2ccc(F)cc2)S(C)(=O)=O)c1)S(C)(=O)=O the results were Ins promoter up 0.1, WT yeast gro inh 7, MT stabilizer 4.0, Autophagy HCS inactive, HIV peptide binding 0.1%, Yfh1-off respiration inactive, Dynein cargo inh 2.2, AID2073 -1%, b-catenin transl 1.9, WT yeast gro inh mutant strain 6, Dynein cargo inh cytoplasmic EGFP -0.19, Dynein cargo inh nuclear GR-EGFP 1.6, Dynein cargo inh cell count -1.8, Ins promoter up cell count 1339, b-catenin transl cell count 5 µM 887, MT stabilizer Hoechst-high % 2.1, MT stabilizer cytotoxicity % 7.9 and Autophagy HCS cell loss 18 h -25.
Screening COc1cccc(NC(=O)Cn2c(=O)n(CCCC(=O)NCc3ccco3)c(=O)c3ccccc32)c1 returned Ins promoter up 0.2, WT yeast gro inh 4, MT stabilizer 3.5, Autophagy HCS inactive, HIV peptide binding -0.8%, Yfh1-off respiration inactive, Dynein cargo inh -0.84, AID2073 -5%, b-catenin transl -0.4, WT yeast gro inh mutant strain -5, Dynein cargo inh cytoplasmic EGFP -0.16, Dynein cargo inh nuclear GR-EGFP -0.28, Dynein cargo inh cell count 0.23, Ins promoter up cell count 1349, b-catenin transl cell count 5 µM 960, MT stabilizer Hoechst-high % 3.2, MT stabilizer cytotoxicity % 7.4 and Autophagy HCS cell loss 18 h 8.
COc1ccc(/C=C(\NC(=O)c2ccccc2Cl)C(=O)NCCCC(=O)O)cc1 was read as Ins promoter up -0.57, WT yeast gro inh -24, MT stabilizer 3.7, Autophagy HCS inactive, HIV peptide binding -0.2%, Yfh1-off respiration inactive, Dynein cargo inh 1.1, AID2073 40%, b-catenin transl 0.5, WT yeast gro inh mutant strain -8, Dynein cargo inh cytoplasmic EGFP -0.056, Dynein cargo inh nuclear GR-EGFP 0.59, Dynein cargo inh cell count -1.6, Ins promoter up cell count 1428, b-catenin transl cell count 5 µM 1508, MT stabilizer Hoechst-high % 1.4, MT stabilizer cytotoxicity % 5.0 and Autophagy HCS cell loss 18 h -7.
CC(C)[C@@H]1CC[C@@H](C)c2c(-c3ccccc3)n[nH]c21 was read as Ins promoter up -0.9, WT yeast gro inh 62*, MT stabilizer 3.5, Autophagy HCS inactive, HIV peptide binding 5.2%, Yfh1-off respiration inactive, Dynein cargo inh 1.3, AID2073 1%, b-catenin transl 2.4, WT yeast gro inh mutant strain 17*, Dynein cargo inh cytoplasmic EGFP -0.11, Dynein cargo inh nuclear GR-EGFP 0.97, Dynein cargo inh cell count 0.24, Ins promoter up cell count 1387, b-catenin transl cell count 5 µM 1420, MT stabilizer Hoechst-high % 2.0, MT stabilizer cytotoxicity % 7.2 and Autophagy HCS cell loss 18 h -33.
Screening CC(/C=C/c1ccco1)=N\NC(=O)CNc1cccc(C)c1 returned Ins promoter up -0.2, WT yeast gro inh 9, MT stabilizer 2.5, Autophagy HCS inactive, HIV peptide binding 4.1%, Yfh1-off respiration inactive, Dynein cargo inh -0.68, AID2073 67%, b-catenin transl -2.5, WT yeast gro inh mutant strain 2, Dynein cargo inh cytoplasmic EGFP -0.24, Dynein cargo inh nuclear GR-EGFP -0.21, Dynein cargo inh cell count 0.018, Ins promoter up cell count 1214, b-catenin transl cell count 5 µM 1071, MT stabilizer Hoechst-high % 1.8, MT stabilizer cytotoxicity % 4.5 and Autophagy HCS cell loss 18 h 24.
Screening O=C1C2C3C=CC([C@@H]2C(=O)N1c1nccs1)C31CC1 (stereo partly drawn) returned Ins promoter up -0.29, WT yeast gro inh 2, MT stabilizer 1.8, Autophagy HCS inactive, HIV peptide binding -0.7%, Yfh1-off respiration inactive, Dynein cargo inh 2.2, AID2073 1%, b-catenin transl -2.2, WT yeast gro inh mutant strain 1, Dynein cargo inh cytoplasmic EGFP -0.12, Dynein cargo inh nuclear GR-EGFP 0.98, Dynein cargo inh cell count -1.2, Ins promoter up cell count 1026, b-catenin transl cell count 5 µM 1158, MT stabilizer Hoechst-high % 1.3, MT stabilizer cytotoxicity % 4.0 and Autophagy HCS cell loss 18 h 0.
